# EPAC2 agonist – activates human EPAC2 exchange factor | Potency, µM (highest dose often 154 µM), inactives show at the highest dose activation, actives largely listed as activators | AID 720711 | EPAC2 activation, biochemical qHTS; response scale: 100% = 6.5 mM cAMP response | Q8WZA2 | 0.079% of 360,000 active; also: potency is read from the fitted curve at half-maximal effect; nearly all actives have a fitted effect of over 50% in size
# Target sequence (Q8WZA2 whole entry, looked up): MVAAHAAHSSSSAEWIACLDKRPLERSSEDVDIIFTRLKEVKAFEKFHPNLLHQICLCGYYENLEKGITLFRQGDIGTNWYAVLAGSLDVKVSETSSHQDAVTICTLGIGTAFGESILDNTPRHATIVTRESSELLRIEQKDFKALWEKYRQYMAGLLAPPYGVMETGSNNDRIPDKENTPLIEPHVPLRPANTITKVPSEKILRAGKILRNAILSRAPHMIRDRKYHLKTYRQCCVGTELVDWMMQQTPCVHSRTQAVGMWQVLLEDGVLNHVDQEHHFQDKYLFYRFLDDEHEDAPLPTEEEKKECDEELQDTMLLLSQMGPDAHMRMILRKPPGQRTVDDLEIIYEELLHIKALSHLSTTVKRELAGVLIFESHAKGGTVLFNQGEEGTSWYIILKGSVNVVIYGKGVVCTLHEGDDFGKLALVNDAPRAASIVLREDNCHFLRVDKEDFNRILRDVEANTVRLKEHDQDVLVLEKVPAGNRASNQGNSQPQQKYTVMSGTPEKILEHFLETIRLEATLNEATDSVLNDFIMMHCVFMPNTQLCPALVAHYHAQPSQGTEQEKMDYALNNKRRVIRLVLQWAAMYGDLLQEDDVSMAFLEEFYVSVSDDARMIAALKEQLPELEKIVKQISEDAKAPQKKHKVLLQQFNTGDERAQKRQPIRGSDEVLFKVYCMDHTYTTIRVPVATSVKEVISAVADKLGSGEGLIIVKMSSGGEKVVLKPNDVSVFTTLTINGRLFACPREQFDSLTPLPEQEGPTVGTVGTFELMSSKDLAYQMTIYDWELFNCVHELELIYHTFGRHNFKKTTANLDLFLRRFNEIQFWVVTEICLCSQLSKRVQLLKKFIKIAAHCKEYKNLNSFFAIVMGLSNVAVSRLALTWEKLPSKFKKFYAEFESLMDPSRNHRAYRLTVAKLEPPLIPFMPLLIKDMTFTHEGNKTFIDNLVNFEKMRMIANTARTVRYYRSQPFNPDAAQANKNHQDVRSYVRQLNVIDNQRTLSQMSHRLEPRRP
#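 In this primary screen, activation is scored as increased exchange of BODIPY-GDP from Rap1B by 100 nM EPAC2, with 50 uM GDP as competitor. Signal is normalized to the 6.5 mM cAMP agonist control.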
# TDP-43 yeast inh – rescues yeast growth from TDP-43 toxicity; Potency, µM (titrated, usually from 46.1 µM), inactives show at the highest dose growth rescue (activation), hits mostly activators; TDP-43 expressing yeast growth rescue, BacTiter-Glo, 24 h; AID 652104; 1.8% of 410,000 active; also: potency is read from the fitted curve at half-maximal effect; % of control where 0% means no effect; nearly all actives have a fitted effect of over 50% in size
#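 Yeast expressing TDP-43 (pregrown in raffinose, seeded at OD600=0.02 in galactose medium) exposed to compounds 24 hr at 30 deg C. Growth read by BacTiter-Glo luminescence; rescue of toxicity appears as increased signal.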
# Abeta rescue – compounds reversing amyloid beta toxicity in yeast; AID 1347071; Potency, µM (top dose mostly 46.1 µM), for inactives: at the highest dose growth rescue, most hits filed as activators; 0.063% of 410,000 active; yeast expressing A-beta42, growth rescue, OD600, 48 h; response scale: 0% DMSO, 100% iron-clioquinol control; also: potency is read from the fitted curve at half-maximal effect; nearly all actives have a fitted effect of over 55% in size
#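 Growth rescue measured by 600 nm absorbance after 48 h yeast culture at 30 C with compound. Values normalized between DMSO and an equimolar ferric chloride plus clioquinol control.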
# FUS yeast rescue – suppressors of FUS proteinopathy in yeast. Potency, µM (titrated, usually from 76.6 µM), for the others: top-dose growth rescue (activation), actives largely listed as activators. S. cerevisiae FUS-expressing, growth rescue, OD600, 24 h. 0.24% of 390,000 active;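 also: potency is read from the fitted curve at half-maximal effect; plate controls were DMSO vehicle for no effect and reference control for full effect; nearly all actives have a fitted effect of over 55% in size; some results filed as inactive show a strong effect at the top dose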
#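 Toxicity suppression screen in FUS-yeast. Cells induced with 2% galactose, starting OD 0.005, treated 24hr at 30C with compounds at multiple final concentrations; growth by OD600.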
# DRD3 antagonist – antagonists of human D3 dopamine receptor; 2.5% of 360,000 active; P35462; D3R cells, DiscoveRx beta-arrestin luminescence, antagonist mode; stronger effect = lower value; max response, negative = inhibition, %; in the data active = max response below about -50%; inconclusive = no clear call, values can overlap the other calls; also: % is scaled to controls: 0 for no effect and ±100 for the full control effect; mostly tested at two doses, the higher about 12 µM
#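 Cells expressing the human receptor were seeded at 1500 cells/well, incubated overnight at 37 degrees C in 5% CO2, then exposed to library compounds with dopamine controls for 90 minutes at 37 degrees C before luminescent detection.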
# aSyn yeast inh – alpha-synuclein toxicity inhibition in yeast; Yeast expressing alpha-synuclein, growth rescue, BacTiter-Glo, 24 h; Potency, µM (series often up to 46.1 µM), for the others: top-dose growth rescue (activation), most hits filed as activators; 0.14% of 370,000 active; also: potency is read from the fitted curve at half-maximal effect; % of control where 0% means no effect; nearly all actives have a fitted effect of over 65% in size
#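 Screening used galactose-induced yeast with toxic alpha-synuclein levels, exposed to compound for 24 hr at 30 deg C. Cell growth, read with BacTiter-Glo luminescence, gave the measured signal.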
# EPAC2 antagonist – EPAC2 (human) antagonism; Potency, µM (top dose mostly 114 µM), without a hit: at the top dose activity, negative = inhibition, hits mostly inhibitors; 0.18% of 360,000 active; Q8WZA2; EPAC2 GEF exchange of Rap1B-BODIPY-GDP, fluorescence; also: potency is read from the fitted curve at half-maximal effect; % is scaled to controls: 0 for no effect and ±100 for the full control effect; nearly all actives have a fitted effect of over 45% in size; many of its hits are not listed in these tables
# DRD3 agonist – activates the human D3 dopamine receptor; P35462; D3R DiscoveRx beta-arrestin cells, luminescence, 90 min; max activation, %; 0.58% of 410,000 active; in the data active = max activation above about 30%; also: 0% is about no effect; mostly tested at two doses, the higher about 12 µM
#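 Cells at 1500/well, incubated overnight, then treated with pinned compounds (dopamine as control) for 90 min at 37 degrees C. DiscoveRx reagent added for 30 - 60 minutes at room temperature; luminescence read.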
# An asterisk follows results filed as active; u = inconclusive; x = no result given; & = joins results of further samples; [ ] = remark or other dose. Unless noted, calls follow the shape of the dose curve; as a rule, active = well fitted curve in the direction sought with a large enough effect; inconclusive = small, poorly fitted or top-dose-only effect, or another doubt; inactive = no such curve, though single readings can be large; an effect the other way counts as inactive or inconclusive.
SMILES,EPAC2 agonist,TDP-43 yeast inh,Abeta rescue,FUS yeast rescue,DRD3 antagonist,aSyn yeast inh,EPAC2 antagonist,DRD3 agonist
Cc1cccnc1NC(=O)CCNC(=O)c1ccccc1Cl,6%,6%,14%,17%,-8,-1%,1%,-4
CCC(=O)Nc1cccc(NC(=S)NC(=O)c2ccccc2Cl)c1,-1%,u,0%,5%,32,-1%,-4%,-1
C#CCNC(=O)C1=C[C@@H](c2ccccc2)C[C@@H](OCCCCO)O1,2%,-10%,0%,7%,-14,-4%,1%,-13
Cc1cccc(-n2c(=O)c(C#N)cc3c(=O)n4ccccc4nc32)c1,-1%,-3%,19%,6%,8,5%,4%,2
O=C(COC(=O)c1cc2c(s1)CCCC2)NCc1ccccc1Cl,9%,9%,-4%,8%,2,16%,2%,6
O=C(CCCn1c(=O)c2ccccc2n(CC(=O)NCc2ccco2)c1=O)NCc1ccco1,10%,5%,-6%,0%,-16,-5%,-6%,-1
Cc1ccccc1NC(=O)CCN1CCCC1,11%,29%,4%,-38%,-9,3%,-2%,-7
COC(=O)[C@]1(C)N[C@H](CN(C)C(=O)Nc2ccc(Cl)cc2)[C@@H]2C(=O)N(C)C(=O)[C@@H]21,3%,19%,-15%,-10%,22,-5%,9%,4
COc1ccc(/C=N/NC(=O)CCc2n[nH]c(=O)[nH]c2=O)cc1O,-1%,7%,11%,x,-12,-7%,-4%,4
CCc1cccc2sc(NC(=O)C3CC3)nc12,17%,u,12%,-19%,0,-11%,0%,-5
CCN(C(=O)CSc1nnc(-c2cccs2)n1N)c1c(N)n(Cc2ccccc2)c(=O)[nH]c1=O,15%,-14%,-1%,5%,20,-6%,6%,4
CN(C(=O)COC(=O)c1cc2ccccc2cc1O)C1CCCCC1,20%,14%,-7%,29%,2,-2%,0%,1
CC1(C)Cc2ccccc2C(N/N=C/c2ccc([N+](=O)[O-])cc2)=N1,9%,10%,3%,-49%,4,0%,12%,-1
Cc1cc(C)n(C(N)=NC(=O)c2ccc([N+](=O)[O-])cc2)n1,8%,11%,-3%,-5%,u,-5%,48%[activator],4
COc1ccc(NC(=O)Cn2cc(S(=O)(=O)Cc3ccc(F)cc3)c3ccccc32)cc1OC,x,1%,-16%,43%,x,x,x,-7
S=c1[nH]nc(COc2ccccc2)n1/N=C/c1ccccc1Br,-6%,13%,-4%,22%,-3,3%,-7%,4
O=C(COC(=O)CC1CC2CCC1C2)Nc1ccccc1[N+](=O)[O-] (stereo unspecified),1%,-2%,2%,23%,19,-9%,-13%,2
Cc1nc(-c2ccc(Cl)cc2)sc1C1(C)CC(c2ccccc2Br)=NO1 (stereo unspecified),13%,-2%,3%,-4%,28,2%,-5%,57*
O=C(COC(=O)c1cc(Cl)nc(Cl)c1)NC1CCCCCC1,-7%,19%,-5%,-25%,0,-4%,-2%,0
O=S(=O)(Nc1ccc(Cl)cn1)c1cccc(S(=O)(=O)c2ccccc2)c1,2%,7%,1%,-29%,u,-8%,-4%,-1

# 3 of the compounds above, with values under each structure.
# Order of values – EPAC2 agonist, TDP-43 yeast inh, Abeta rescue, FUS yeast rescue, DRD3 antagonist, aSyn yeast inh, EPAC2 antagonist, DRD3 agonist
O=C(COC(=O)CC1CC2CCC1C2)Nc1ccccc1[N+](=O)[O-] (stereo unspecified)
 : 1%, -2%, 2%, 23%, 19, -9%, -13%, 2
CCc1cccc2sc(NC(=O)C3CC3)nc12
 : 17%, u, 12%, -19%, 0, -11%, 0%, -5
COC(=O)[C@]1(C)N[C@H](CN(C)C(=O)Nc2ccc(Cl)cc2)[C@@H]2C(=O)N(C)C(=O)[C@@H]21
 : 3%, 19%, -15%, -10%, 22, -5%, 9%, 4

# Complete entries, quoted from the list:
# Entry for S=c1[nH]nc(COc2ccccc2)n1/N=C/c1ccccc1Br → EPAC2 agonist: -6%; TDP-43 yeast inh: 13%; Abeta rescue: -4%; FUS yeast rescue: 22%; DRD3 antagonist: -3; aSyn yeast inh: 3%; EPAC2 antagonist: -7%; DRD3 agonist: 4
# Entry for CN(C(=O)COC(=O)c1cc2ccccc2cc1O)C1CCCCC1 → EPAC2 agonist: 20%; TDP-43 yeast inh: 14%; Abeta rescue: -7%; FUS yeast rescue: 29%; DRD3 antagonist: 2; aSyn yeast inh: -2%; EPAC2 antagonist: 0%; DRD3 agonist: 1

# Later entries
SMILES,EPAC2 agonist,TDP-43 yeast inh,Abeta rescue,FUS yeast rescue,DRD3 antagonist,aSyn yeast inh,EPAC2 antagonist,DRD3 agonist
CC(=O)Nc1cccc(C(=O)OCC(=O)NC2CCCCCCC2)c1,3%,-21%,-14%,2%,-10,2%[1.84 µM],5%,-11
O=C(NC1CCCCC1)c1cccc(Cn2cc(Cl)cn2)c1,1%,u,3%,8%,13,0%,3%,2
COCCn1c(CN(Cc2ccccc2)Cc2ccccc2)nc2c1c(=O)n(C)c(=O)n2C,9%,6%,7%,38%,7,11%,-6%,0
COc1ccccc1CC(=O)N1CCN(c2cccc(Cl)c2)CC1,8%,13µM*,29%,16%,5,3%,2%,10
Cc1nc(SCC(=O)Nc2ccccc2C)cc(-c2ccccc2)n1,x,24%,2%,-6%,x,x,x,18
CCOC(=O)C1CCCN(C(=O)c2cc3cc(Br)ccc3oc2=O)C1 (stereo unspecified),3%,-11%,-8%,-11%,6,-1%,-1%,-12
NS(=O)(=O)c1ccc(N2N=C(c3ccccc3)CC2c2ccc(F)cc2)cc1 (stereo unspecified),7%,u,11%,x,9,15%,-9%,1
CCn1cc(C(=O)NCCOC)c(=O)c2cc(S(=O)(=O)N3CCOCC3)ccc21,x,14%,-11%,22%,x,x,x,4
CCCC(C(=O)Nc1ccc2c(C)cc(=O)oc2c1)c1ccccc1 (stereo unspecified),-2%,-13%,-6%,-11%,u,-5%,-10%,-23
Cc1oc2c(CN3CCCC3)c(O)ccc2c(=O)c1-c1ccc(Br)cc1,5%,-2%,22%,5%,6,4%,1%,-6
N#Cc1ccc(C(C(=O)NCc2ccccc2)n2c(=O)c(-c3ccco3)nc3ccccc32)cc1 (stereo unspecified),13%,16%,3%,24%,-4,2%,2%,-2
CN(CC(=O)Nc1ccc(Cl)c(C(F)(F)F)c1)C(=O)Cc1n[nH]c(=O)c2ccccc12,-5%,21%,1%,21%,8,1%,-1%,-9
N/C(=N\OC(=O)c1cnn(-c2ccccc2)c1C(F)(F)F)c1cc(C(F)(F)F)cc(C(F)(F)F)c1,-5%,-9%,9%,12%,u,0%,-11%,2
Cc1ccc(NC(=O)c2cc(-c3cccs3)on2)cc1C,12%,-12%&34%,-10%,-10%&2%,-24,-10%,5%,-13&-6
Cc1ccccc1NC(=O)C1(C)Cc2ccccc2C(=O)O1 (stereo unspecified),8%,5%,-6%,-7%,0,7%,5%,-7
Cc1cccc(N2CCN(C(=O)c3ccccc3NC(=O)C3=CSCCO3)CC2C)c1 (stereo unspecified),-4%,u,25%,20%,15,11%,-15%,2
Cc1cc(C)c2c(n1)nn1c(N3CCN(Cc4ccccc4)CC3)cc(C)nc21,0%,-23%,3%,23%,-3,-2%,-7%,0
O=C(O)CN1C(=O)c2ccc(Oc3ccc4c(c3)C(=O)N(CC(=O)O)C4=O)cc2C1=O,0%,-2%,2%,-3%,2,2%,2%,4
Cc1cccc(C(=O)Nc2ccc(-c3nc4ncccc4o3)cc2C)c1,x,15%,-19%,23%,x,x,x,3
CN(CC(=O)Nc1ccc2c(c1)OCCO2)S(=O)(=O)c1ccc(F)cc1,1%,-5%,-11%,6%,-26,1%,11%,4
CCc1ccccc1NC(=O)Cn1c(=O)oc2ccccc21,x,23%,3%,-1%,x,x,x,5
COc1cccc(/C=C/C(=O)OCC(=O)NC2CC2)c1OC,1%,15%,8%,x,-9,-1%,9%,7
CC(=O)Nc1nc(S(=O)(=O)c2ccc(C)cc2)c(Cl)s1,-1%,7%,6%,3%,-15,4%,2%,4
CN(CCc1cnn(C)c1)C(=O)CCc1nnc(CCCc2ccccc2)o1,6%,-12%,-4%,6%,-11,2%,2%,4
Cn1c(=O)[nH]c(=O)c2c1nc(CN1CCOCC1)n2Cc1ccc(F)cc1,6%,7%,-18%,-22%,3,-4%,3%,-2
CC1(C(=O)Nc2cccc(-n3cnnn3)c2)Cc2ccccc2C(=O)O1 (stereo unspecified),1%,0%,6%,x,0,5%,9%,5
Cc1ccc(O)c(-n2nc3ccccc3n2)c1,-4%,-11%,-8%,4%,3,0%,-17%,9&-4
Cc1cc(C)cc(C(=O)Nc2c3c(nn2C(C)(C)C)CS(=O)(=O)C3)c1,4%,-5%,6%,9%,-9,-9%,6%,-3
Cc1ccc(S(=O)(=O)Nc2ccccc2C(=O)NCc2cccnc2)cc1,1%,0%,-14%,13%,11,5%,2%,2
CC1=CCC(Cc2nc3ccccc3o2)C1(C)C (stereo unspecified),-11%,-4%,5%,-5%,-5,-8%,-19%,6

# The final three compounds of the part before open the next one:
SMILES,EPAC2 agonist,TDP-43 yeast inh,Abeta rescue,FUS yeast rescue,DRD3 antagonist,aSyn yeast inh,EPAC2 antagonist,DRD3 agonist
Cc1cc(C)cc(C(=O)Nc2c3c(nn2C(C)(C)C)CS(=O)(=O)C3)c1,4%,-5%,6%,9%,-9,-9%,6%,-3
Cc1ccc(S(=O)(=O)Nc2ccccc2C(=O)NCc2cccnc2)cc1,1%,0%,-14%,13%,11,5%,2%,2
CC1=CCC(Cc2nc3ccccc3o2)C1(C)C (stereo unspecified),-11%,-4%,5%,-5%,-5,-8%,-19%,6
CCn1cc(C(=S)N2CCC(C(N)=O)CC2)c2ccccc21,0%,x,-4%,10%,0,-1%,2%,9
O=C(CN1C(=O)c2cccc3cccc1c23)NCC1CCCO1 (stereo unspecified),1%,14%,-8%,2%,-2,-15%,7%,-7
CCC1Sc2ccccc2N(CC(=O)NCc2ccccc2OC)C1=O (stereo unspecified),1%,-12%,2%,15%,-18,-7%,-4%,1
Cc1ccc(C(=O)NNC(=O)C(NC(=O)c2cccc(C)c2)C(C)C)cc1 (stereo unspecified),14%,-8%,-23%,-12%,-12,-1%,12%,-5
CC(C)(C)NC(=O)C(=O)NN=C1CCCCCCCCCCC1,-2%,-9%[0.397 µM],-5%,u,7,1%,-1%,21

# Not all compounds are listed; rates above refer to the full screens.
